KOR beta-arrestin-1: kappa opioid receptor blockers – cell-based, luminescence, uHTS (AID 1778). one-dose inhibition, % at 10 µM; IC50 in µM for titrated hits. 290,000 compounds, 0.091% hits. KOR beta-arrestin recruitment, luminescence, antagonist mode; higher % means a stronger effect; in the data active means inhibition above about 50%; further: strong numbers were not always called active
GPR55 LPI antagonism: GPR55 antagonists blocking LPI-driven arrestin recruitment, primary screen, imaging, U2OS, beta-arrestin-GFP, LPI agonist (AID 2013). U2OS GPR55 beta-arrestin-GFP translocation imaging, LPI antagonism; higher % means a stronger effect. inhibition, % at 10 µM; hits with a dose series show IC50 in µM. 290,000 compounds, 0.13% hits;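 active means spots per cell inhibited over 60%, with over 100 cells counted and total cytoplasm intensity under 500,000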;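 further: U2OS cells stably carrying GPR55 and arrestin-GFP stimulated by 5 µM LPI near EC80; imaged beta-arrestin-GFP aggregate spots per cell after agonist stimulation; plate controls were LPI-stimulated DMSO wells for no effect and DMSO wells without LPI for full effect; some results filed as inactive read as strong as hits; confirmed hits need IC50 under 10 µM and bright autofluorescent wells are also inconclusive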
KOR beta-arrestin-2: KOR agonists, beta-arrestin recruitment, primary screen, cell-based, luminescence, uHTS (AID 1777); KOR beta-arrestin recruitment, luminescence; higher % means a stronger effect; activation, % at 10 µM, or EC50 in µM where a hit was titrated; 280,000 compounds, 0.02% hits; in the data active means activation above about 50%, passing the limit was not always enough; further: a part of the inactive calls stands beside numbers as strong as those of hits
NOD1 NF-kB reporter: NOD1 signaling inhibitors, primary screen, cell-based, luminescence, uHTS (AID 1578); NOD1-driven NF-kB luciferase reporter cells, luminescence; higher % means a stronger effect; inhibition, % at 4 µM; hits with a dose series show EC50 in µM; 290,000 compounds, 1% hits; in the data active means inhibition mostly above about 36%, no sharp cut-off; inactive means mostly below about 34%;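 further: HEK-293T reporter cells stimulated with the NOD1 agonist gamma-tri-DAP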
SIAH1 antagonists: Siah-1 peptide-binding antagonists, primary screen, biochemical, fluorescence polarization, rhodamine-plectin, uHTS (AID 1817); Siah-1 / rhodamine-plectin peptide fluorescence polarization; higher % means a stronger effect; 290,000 compounds, 0.02% hits; one-dose displacement, % at 20 µM; IC50 in µM for titrated hits;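 active means displacement of at least 50% at 20 µM, with a fluorescence ratio check between 0.3 and a set limit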;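 further: plate controls were Siah plus tracer with DMSO for no effect and tracer alone without Siah for full effect; strong numbers were not always called active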
GPR55 beta-arrestin: selective activators of receptor GPR55 – imaging, U2OS cells, beta-arrestin-GFP redistribution, primary screen (AID 1961). U2OS GPR55 beta-arrestin-GFP redistribution imaging; higher % means a stronger effect. one-dose activation, % at 10 µM; EC50 in µM for titrated hits. 290,000 compounds, 0.048% hits;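 active means activation above 40% with more than 50 cells counted in the well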;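 further: U2OS osteosarcoma cells stably expressing GPR55 and beta-arrestin-GFP; plate controls were DMSO negative control for no effect and LPI positive control for full effect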
AID2073: disruptors of CaV2.2 binding to Mint1 – biochemical, HTRF (AID 2073). inhibition, % at 20 µM, or IC50 in µM where a hit was titrated. HTRF protein-protein interaction, Mint1-CaV2.2; higher % means a stronger effect. 290,000 compounds, 0.19% hits; in the data active means inhibition mostly above about 51%, no sharp cut-off; further: some results filed as inactive read as strong as hits
GPR35 arrestin U2OS: inhibition of zaprinast-stimulated GPR35 beta-arrestin translocation – imaging, U2OS, beta-arrestin-GFP, zaprinast agonist, primary screen (AID 2058); U2OS GPR35 beta-arrestin-GFP translocation imaging, zaprinast antagonism; higher % means a stronger effect; one-dose inhibition, % at 10 µM; IC50 in µM for titrated hits; 290,000 compounds, 0.052% hits;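 active means inhibition of at least 50% with at least 30 cells and total cytoplasm GFP at most 10,000,000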
HIV peptide binding: cell-free HIV fusion peptide-binding blockers – biochemical, uHTS, fluorescence dequenching, primary screen (AID 1986); cell-free peptide binding, fluorescence dequenching, 30 min; higher % means a stronger effect; one-dose inhibition, % at 20 µM; IC50 in µM for titrated hits; 290,000 compounds, 0.3% hits; in the data active means inhibition mostly above about 52%, no sharp cut-off; inactive means mostly below about 76%; further: some results filed as inactive read as strong as hits
Active calls of the source: *; / = not tested or not shown; [ ] = dose if it differs, or a comment. The list is partial; the hit share may differ from the screen's.

mol,KOR beta-arrestin-1,GPR55 LPI antagonism,KOR beta-arrestin-2,NOD1 NF-kB reporter,SIAH1 antagonists,GPR55 beta-arrestin,AID2073,GPR35 arrestin U2OS,HIV peptide binding
Cc1ccc(S(=O)(=O)CCC(=O)Nc2nccs2)cc1,-35.7%,1.4%,-2.9%,5.2%,1.3%,-0.1%,-2.1%,-3.4%,1.1%
c1cc2c(cc1CN1CCOCC1)OCO2,64.7%,5.2%,-9.5%,-11.3%,0.4%,-0.1%,9.2%,0.9%,2.3%
O=S(=O)(c1cnc[nH]1)N1CCN(C(c2ccc(F)cc2)c2ccc(F)cc2)CC1,3.8%,-4.6%,-2.5%,-17.4%,4.1%,0.3%,7.8%,11.5%,0.0%
Cc1ccsc1C1C(C#N)=C(N)OC2=C1C(=O)CC(C)(C)C2 (configuration not stated),-3.8%,3.8%,2.1%,-14.3%,-2.4%,-0.3%,-4.7%,-17.2%,-0.6%
CC(C)CCn1c(COc2ccccc2)n[nH]c1=S,-2.6%,0.7%,-7.8%,-20.8%,6.0%,-0.1%,-20.0%,0.4%,0.5%
COCCNC(=O)COc1ccc(Br)cc1Cl,6.1%,-8.9%,3.6%,-37.7%,1.8%,-0.1%,0.3%,-3.7%,-0.1%
O=C(c1ccc(COc2ccccc2Br)o1)N1N=C(C(F)F)CC1(O)C(F)F (configuration not stated),-2.6%,9.2%,1.4%,-54.3%,-3.5%,-0.2%,9.6%,1.6%,2.7%
Oc1ccc(N=Nc2ccccc2)cc1,17.1%,3.1%,-7.3%,-8.6%,5.6%,0.0%,-0.3%,-12.8%,-4.0%
CCC(=O)Nc1c(C(=O)Nc2ccc3c(c2)OCCO3)oc2ccccc12,-16.7%,-0.7%,-0.1%,-51.7%,4.9%,0.0%,7.6%,-10.9%,-1.7%
Cc1cc(NC(=O)Nc2cccc([N+](=O)[O-])c2)no1,-8.3%,-3.8%,-1.2%,-21.6%,6.2%,1.0%,-2.1%,-2.3%,-0.8%
Cc1onc(-c2c(Cl)cccc2Cl)c1C(=O)Nn1cnnc1,-1.6%,8.3%,3.8%,-17.4%,1.4%,-0.3%,-2.1%,8.6%,2.1%
Cc1cc(C)cc(OC(=O)c2cccnc2)c1,-3.2%,3.6%,-2.9%,-16.6%,16.0%,-0.2%,6.8%,2.5%,-0.4%
COc1ccc(N2CCN(C(=O)c3ccc(CNS(=O)(=O)c4cccc(OC)c4)cc3)CC2)cc1,3.0%,1.0%,-2.9%,-26.7%,5.1%,0.3%,5.3%,-0.7%,0.8%
COc1ccc(C2C(C(=O)c3ccccc3)=C(C)Nc3nc4ccccc4n32)cc1OC (configuration not stated),-13.3%,3.5%,2.0%,23.1%,2.4%,-0.3%,-0.1%,1.6%,-2.1%
CCn1c2ccccc2c2cc(NC(=O)c3ccc(C)c([N+](=O)[O-])c3)ccc21,-0.2%,13.9%,-2.5%,21.7%,6.1%,0.0%,-0.6%,-16.8%,2.4%
C=CCn1c(SCC(=O)NCC2CCCO2)nc2scc(-c3ccc(OC)cc3)c2c1=O (configuration not stated),-12.6%,11.2%,5.6%,-31.4%,-0.9%,-0.1%,15.2%,-1.5%,0.2%
Cc1cc(OCCSc2nnc(-c3cccs3)n2C)ccc1Cl,-49.1%,-6.0%,-4.4%,-13.1%,-2.7%,-0.2%,0.3%,-7.3%,0.2%
Cc1ccc(C(=O)Nc2nccs2)cc1,-83.2%,7.9%,-0.2%,-70.9%,-1.3%,-0.3%,-1.1%,-7.0%,0.7%
CC1(C)CC(=O)C(C(=S)Nc2ccc(F)cc2)=C(NCCN2CCOCC2)C1,29.5%,1.7%,3.4%,-34.2%,11.7%,-0.5%,-10.8%,-12.1%,0.2%
CC(C)(C)C(=O)[C@H]1[C@H](c2ccccc2)[C@@]2(N=C(c3ccccc3)OC2=O)C2c3ccccc3C=NN21 (some centres not stated),27.1%,/,0.7%,33.9%,2.9%,-0.1%,23.4%,3.6%,11.0%
COc1cc(CCC(=O)NCc2ccc(F)cc2)cc(OC)c1OC,-2.5%,-2.9%,-4.0%,-9.3%,3.6%,-0.1%,1.1%,3.9%,1.6%
Cc1ccc(Oc2ccc(OCC(=O)NC(C)C(=O)O)cc2)cc1 (configuration not stated),-0.3%,-2.8%,13.4%,22.2%,-0.6%,-0.1%,3.5%,-0.9%,1.0%
COc1ccc([N+](=O)[O-])cc1NC(=O)C(C)N(C)Cc1ccc(Br)cc1 (configuration not stated),-21.6%,23.5%,-1.1%,-19.5%,-1.7%,0.2%,-3.1%,-7.8%,0.0%
Cc1cc(C)c2nc3nc(C)c(C)cc3c(N)c2c1,-43.5%[20 µM],17.0%,-3.8%,-27.3%,0.0%,-0.1%,26.1%,18.1%,0.1%
Cc1cc(C)c(Cn2cnc3ccccc32)c(C)c1,10.7%[20 µM],0.2%,-5.0%,-12.5%,3.1%,-0.1%,-2.1%,-1.5%,1.3%

Part of the list above in order of formula weight, smallest number first.
mol,KOR beta-arrestin-1,GPR55 LPI antagonism,KOR beta-arrestin-2,NOD1 NF-kB reporter,SIAH1 antagonists,GPR55 beta-arrestin,AID2073,GPR35 arrestin U2OS,HIV peptide binding
Oc1ccc(N=Nc2ccccc2)cc1,17.1%,3.1%,-7.3%,-8.6%,5.6%,0.0%,-0.3%,-12.8%,-4.0%
Cc1cc(C)c(Cn2cnc3ccccc32)c(C)c1,10.7%[20 µM],0.2%,-5.0%,-12.5%,3.1%,-0.1%,-2.1%,-1.5%,1.3%
Cc1cc(NC(=O)Nc2cccc([N+](=O)[O-])c2)no1,-8.3%,-3.8%,-1.2%,-21.6%,6.2%,1.0%,-2.1%,-2.3%,-0.8%

The results go on.
mol,KOR beta-arrestin-1,GPR55 LPI antagonism,KOR beta-arrestin-2,NOD1 NF-kB reporter,SIAH1 antagonists,GPR55 beta-arrestin,AID2073,GPR35 arrestin U2OS,HIV peptide binding
CC(=O)NCc1ccc(-c2csc(-c3cccs3)n2)cc1,-6.8%,-9.9%,-5.9%,-47.6%,-0.5%,-0.2%,8.4%,-2.0%,-0.6%
CCCOc1ccc(N2C(=O)CC(N3CCN(CCN=CC4C(=O)CC(C)(C)CC4=O)CC3)C2=O)cc1 (configuration not stated),-26.4%,-5.4%,4.5%,12.8%,-1.1%,0.6%,18.1%,11.8%,1.5%
O=C(N/N=C/c1ccc(Sc2nc3ccccc3[nH]2)o1)c1ccncc1,30.3%,5.5%,2.1%,-17.0%,-1.5%,-0.5%,4.2%,1.9%,0.6%
COc1ccc(Nc2nc(N)nc(CSCCO)n2)cc1,6.5%,3.0%,-4.6%,-30.0%,1.0%,-0.1%,0.4%,-4.2%,-1.9%
Cc1ccccc1NC(=O)N1CCCC1C(=O)NCc1cccs1 (configuration not stated),-3.5%,-4.8%,-8.0%,-20.7%,9.2%,-0.5%,10.6%,-13.9%,-1.4%
Cc1ccc(N2C(=O)C(Cl)=C(N3CCCCCC3)C2=O)c(C)c1,9.5%,3.9%,0.2%,-10.3%,0.0%,0.0%,-1.3%,-3.4%,0.2%
CC1CCc2sc(C(=O)N=Nc3c(O)[nH]c4ccccc34)cc2C1 (configuration not stated),-1.8%,0.5%,4.2%,-19.8%,6.3%,0.1%,2.7%,-1.6%,0.6%
NC(=O)c1ccc(NC(=O)c2ccc3c(c2)OCO3)cc1,19.8%,1.3%,-1.3%,-68.6%,-1.4%,-0.1%,-9.9%,-2.8%,1.1%
CCCCN1CC(C(=O)NCc2ccc(C)cc2)CC1=O (configuration not stated),1.1%,-5.0%,-12.9%,3.7%,2.7%,-0.1%,19.2%,16.8%,-0.3%
COc1ccc(C(=O)NC(=S)NC(C)C)cc1Br,-0.7%,-0.8%,-0.9%,-1.4%,-0.8%,-0.1%,7.4%,3.2%,-1.9%
Cc1n[nH]c(C)c1S(=O)(=O)N1CCCC(C(=O)N2CCN(c3ccc(Cl)cc3)CC2)C1 (configuration not stated),26.4%,-2.3%,0.4%,18.6%,-4.5%,0.0%,-6.8%,4.6%,-0.5%
COC(=O)c1cccc(NC(=O)CSc2nnc(C3CC3)n2C)c1,-24.2%,-6.8%,5.6%,-27.7%,1.5%,0.2%,7.2%,-16.3%,1.7%
Cc1cc2cc3c(cc2nc1SCc1ccc(C(=O)O)cc1)OCCO3,-22.1%,15.7%,-3.9%,-15.8%,1.7%,-0.4%,-2.4%,-6.0%,36.1%
COCCCNc1nc2c(c(=O)[nH]c(=O)n2C)n1CC(O)COc1ccccc1 (configuration not stated),-18.0%,1.5%,2.9%,-14.7%,4.9%,-0.2%,10.8%,20.2%,12.7%
Cc1cc(C)n2nc(C(=O)Nc3cccc(S(=O)(=O)N(C)c4ccccc4)c3)nc2n1,24.7%,3.2%,-4.8%,-2.5%,1.4%,-0.1%,4.0%,-2.5%,-1.3%
CC1CCCC(C)N1C(=O)CSc1nc2ccccc2s1 (configuration not stated),-21.1%,5.5%,3.5%,-17.3%,-0.9%,0.0%,-12.4%,4.7%,-2.9%
CCOC(=O)N1CCN(c2cc(C)c([N+](=O)[O-])cc2F)CC1,-17.0%,9.4%,4.3%,-29.1%,-2.9%,-0.3%,-26.7%,1.4%,0.5%
O=C(c1ccco1)N1CCN(c2ncnc3scc(-c4ccc(F)cc4)c23)CC1,-21.5%,18.2%,3.0%,-18.9%,20.4%,-0.2%,-0.7%,1.8%,-0.2%
COCCCNC(=O)CCn1c(=O)c2ccccc2n(CC(=O)Nc2cc(Cl)ccc2C)c1=O,25.2%,2.2%,-0.8%,-7.6%,3.4%,0.0%,-6.5%,1.7%,1.7%
CCOC(=O)N1CC=C2C(C#N)=C(N)C(C#N)(C#N)[C@H](c3cccs3)C2C1 (some centres not stated),2.8%,-5.0%,-4.8%,9.8%,4.7%,0.2%,10.0%,12.4%,22.4%
COc1ccc(N2C(=O)c3ccc(C(=O)Nc4ccc(NC(C)=O)cc4)cc3C2=O)cc1,28.5%,8.6%,-5.4%,6.2%,-2.3%,0.0%,12.3%,-4.2%,-0.5%
COc1cccc(NC(=O)NNC(=O)CN2C(=O)COc3ccccc32)c1,10.1%,-10.3%,-2.5%,-15.3%,-6.9%,-0.2%,-0.6%,16.2%,-0.3%

From PubChem BioAssay
